Assay outcomes from PubChem.
Myeloid diff 2 – promotes myeloid progenitor differentiation; AID 624256; calls only at 10 µM; 1% of 360,000 active; ER-HoxA9 myeloid progenitors, lysozyme-GFP differentiation, flow cytometry;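 active means normalized GFP-positive differentiation at or above the plate's own cutoff, the solvent-only control mean plus 3 SD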;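 further: cells exposed to compound for four days before flow analysis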
Myeloid diff 2 GFP+ MAC1+ % – recorded beside Myeloid diff 2, whose call it bears; GFP+ MAC1+ double positive, %; measured here: differentiation confirmed by MAC1 staining
Numbers without * were called inactive; i = inactive.

SMILES	Myeloid diff 2	Myeloid diff 2 GFP+ MAC1+ %
CSc1ncnc2c1ncn2CCCN1CCN(c2ncccn2)CC1	i	0.8
Nc1nc2ncccn2c1-c1ccccc1	i	2.1
COC(=O)C1CCc2c(ccc3c2CCCC3)C1=O (stereo not given)	i	0.5
COC(=O)[C@@]1(Cc2ccc(F)cc2)[C@H]2c3cc(C(=O)N4CCCC4)n(Cc4cc(C)n(C)n4)c3C[C@H]2CN1C(=O)c1ccccc1	i	0.3
CN(C)CCNC(=O)c1cccc(-c2cnc3c(NC=O)cc(-c4cc(F)c(F)c(F)c4)cn23)c1	i	0.7
O=C1CCCCC1Nc1ccc(Cl)cc1 (stereo not given)	i	2.6
CC(=O)Nc1ccc(S(=O)(=O)N[C@@H](C)C(=O)NC2CCCc3ccccc32)cc1 (stereo not given in full)	i	0.5
CCCC(C)C1c2c(c(C)c(C)oc2=O)Oc2c(C)c(C)oc(=O)c21 (stereo not given)	i	1.2
CCCOc1ccc(-c2cc3onc(-c4ccccc4)c3c(=O)n2C)cc1	i	2.2
OC(c1ccc(-c2ccccc2)cc1)c1ncc(-c2ccccc2Cl)[nH]1 (stereo not given)	i	0.4
CCCNC(=O)C1(C)CCCN(Cc2cccn2C)C1 (stereo not given)	i	0.5
COC(=O)[C@]12CCCCC=C1N(Cc1ccc(Cl)cc1Cl)C(=O)[C@H](CC(=O)NCC13CC4CC(CC(C4)C1)C3)C2	i	1.2
COc1ccccc1NC(=O)C(=O)Nc1ccc2c(c1)N(C(=O)C1CC1)CCC2	i	1.7
CCc1nc2c(OCC(N)=O)cccn2c1N(C)C(=O)c1ccc(OC)cc1	i	1.1
CCN(CC)c1ccc(S(=O)(=O)N2CCOCC2)cc1NC(=O)COC(=O)/C=C/c1ccc(O)c(OC)c1	i	2.0
CCN(CC)c1ccc(NC(=O)COC(=O)C2CCN(c3ccc(C(F)(F)F)cn3)CC2)cc1	i	0.6
C=C1CC[C@@H]2[C@](C)(CCC[C@@]2(C)/C=C/[C@@H](O)C(C)(C)O)[C@H]1CC(=O)NCCS(=O)(=O)O	i	1.3
COc1cc2ccccc2cc1C(=O)NC1CCC(C)CC1 (stereo not given)	i	0.3
CCCCNS(=O)(=O)CCNCc1ccco1	i	0.7
O=C(Nc1cccc(C(=O)N2CCCC2)c1)C1CCCC1	i	1.2
CC(NC(=O)c1c(N)[nH]c(C(=O)c2ccccc2)c1-c1ccccc1Br)c1cccc2ccccc12 (stereo not given)	i	0.9
COc1ccc2cc(C3=CC(=O)CC(C)(C)C3=O)ccc2c1	i	0.9
COc1ccc2c(c1)-c1ccccc1S(=O)(=O)N(C)C2	i	0.8
COc1ccc(NC(=O)CN(C)C(=O)C2(c3ccccc3)CCCC2)cc1	i	2.0
CCN1C(=O)NC(c2ccccc2)(c2ccccc2)C1=O	i	0.7

Among those listed so far, these have fluorine:
SMILES	Myeloid diff 2	Myeloid diff 2 GFP+ MAC1+ %
COC(=O)[C@@]1(Cc2ccc(F)cc2)[C@H]2c3cc(C(=O)N4CCCC4)n(Cc4cc(C)n(C)n4)c3C[C@H]2CN1C(=O)c1ccccc1	i	0.3
CN(C)CCNC(=O)c1cccc(-c2cnc3c(NC=O)cc(-c4cc(F)c(F)c(F)c4)cn23)c1	i	0.7
CCN(CC)c1ccc(NC(=O)COC(=O)C2CCN(c3ccc(C(F)(F)F)cn3)CC2)cc1	i	0.6

Profiles, looked up by structure. Order of values: Myeloid diff 2	Myeloid diff 2 GFP+ MAC1+ %
`COc1cc2ccccc2cc1C(=O)NC1CCC(C)CC1` (stereo not given) is listed as i	0.3
`COc1ccccc1NC(=O)C(=O)Nc1ccc2c(c1)N(C(=O)C1CC1)CCC2` is listed as i	1.7

The listing picks up with the seven entries that preceded the break.
SMILES	Myeloid diff 2	Myeloid diff 2 GFP+ MAC1+ %
CCCCNS(=O)(=O)CCNCc1ccco1	i	0.7
O=C(Nc1cccc(C(=O)N2CCCC2)c1)C1CCCC1	i	1.2
CC(NC(=O)c1c(N)[nH]c(C(=O)c2ccccc2)c1-c1ccccc1Br)c1cccc2ccccc12 (stereo not given)	i	0.9
COc1ccc2cc(C3=CC(=O)CC(C)(C)C3=O)ccc2c1	i	0.9
COc1ccc2c(c1)-c1ccccc1S(=O)(=O)N(C)C2	i	0.8
COc1ccc(NC(=O)CN(C)C(=O)C2(c3ccccc3)CCCC2)cc1	i	2.0
CCN1C(=O)NC(c2ccccc2)(c2ccccc2)C1=O	i	0.7
CN(C)C(=O)c1cccc(COc2ccc(N3C(N)=NC(N)=NC3(C)C)cc2Cl)c1	i	1.5
Cc1cccc(Cc2nc3ccccc3[nH]2)c1	i	0.5
CC(C)Cc1ccc(-c2ccc3nccn3c2)cc1	i	0.8
COc1ccc(-n2nnnc2C2c3ccccc3C(=O)N2C2CCN(Cc3ccccc3)CC2)cc1 (stereo not given)	i	1.0
COc1cc(NC(=O)c2cc(-c3ccccc3)nc3c2cnn3C(C)C)cc(OC)c1OC	i	0.2
CC(C)=N/N=C1/NC(=O)C(c2ccc(Cl)cc2)S1 (stereo not given)	i	1.5
Oc1cccc(C=NN=C2c3ccccc3-c3ccccc32)c1	i	1.0
CC(C)(C)C(=O)Nc1ccc(C(=O)COC(=O)c2ccccn2)cc1	i	0.7
CN(C)C1CCCCC=CC(=O)NC1 (stereo not given)	i	1.5
CC(=O)c1ccc(NC(=O)COC(=O)/C=C/c2cccs2)cc1	i	0.9
COc1ccc(C2OC(CCc3ccccc3)CC3=C2C(=O)OC(C)(C)O3)cc1 (stereo not given)	i	1.4
COc1ccc(CCNC(=O)CSc2nc3scc(-c4ccccc4)c3c(=O)[nH]2)cc1	i	0.6
COc1cccc(C(c2nnnn2-c2c(C)cccc2C)N2CCN(C/C=C/c3ccccc3)CC2)c1OC (stereo not given)	i	0.0
CCCCC(=O)N(C)c1c(CC)nc2c(OCC(=O)c3ccc(Cl)cc3Cl)cccn12	i	0.7
CCN(C[C@H]1N[C@@](CC)(C(=O)OC)[C@H]2C(=O)N(Cc3ccccc3)C(=O)[C@@H]12)C(=O)C1CCCCC1	i	0.6
Cc1c(C(=O)NNC(=O)c2csc(N3CCOCC3)n2)oc2ccc(Br)cc12	i	0.7
COc1ccc([N+](=O)[O-])cc1NC(=O)COC(=O)Cn1cnc2ccccc2c1=O	i	0.4
CCCNC(=O)C1(C)CCCN(C(=O)c2cc(C)nn2C(C)(C)C)C1 (stereo not given)	i	0.1
O=C(Nc1ccccc1N1CCOCC1)C1CCCO1 (stereo not given)	i	0.9
O=C(NC(=S)Nc1cc(Cl)ccc1Cl)c1ccco1	i	0.2
C[C@@H]1COC(=O)[C@@H](Cc2ccc(F)cc2)CC/C=C\C[C@@H](CC(=O)NCCO)C(=O)N1	i	1.9
CCOC(=O)[C@]12CCC=C1N(CCC1=CCCCC1)C(=O)[C@H](CC(=O)NCCC(C)C)C2	i	0.5
CCCN(C)C1CN(Cc2cn(Cc3ccc(C)cc3)nn2)S(=O)(=O)C1 (stereo not given)	i	1.1
O=C(c1ccco1)N1CCN(C(=O)c2ccco2)CC1	i	1.3
COc1cc2c(cc1N)-c1ccc(N)cc1C2	i	1.0

Other compounds follow:
SMILES	Myeloid diff 2	Myeloid diff 2 GFP+ MAC1+ %
CCOc1cc(C(=O)N(CC)CC(=O)Nc2c(F)cccc2F)ccc1OCC(=O)N1CCOCC1	i	0.9
O=C1N[C@@H](Cc2ccccc2)COC(=O)[C@H](Cc2ccc(F)cc2)C/C=C\C[C@H]1CC(=O)N(CCO)Cc1ccccc1	i	0.5
CCN(CC)C(=O)c1nc(-c2cccc3ccccc23)no1	i	1.3
Cc1cccc(OCC(=O)N2CCc3ccccc3C2)c1C	i	0.5
COc1ccc(CCNC(=O)CSC2=NS(=O)(=O)c3cc(F)ccc3N2)cc1OC	i	0.3
O=C(CC1C[C@H](C(=O)N2CCOCC2)[C@@]2(CCC3CCCC3)c3[nH]c4ccccc4c3CCN2C1=O)NCc1ccco1 (stereo not given in full)	i	0.6
O=C(Nc1cccs1)Nc1nnc([C@@H]2C[C@H](O)[C@@H](CO)O2)s1	i	0.2
O=S(=O)(c1cccc(-c2n[nH]c(=S)n2-c2ccc(OC(F)(F)F)cc2)c1)N1CCOCC1	i	0.6
CCN(c1ccccc1)S(=O)(=O)c1ccc(Cl)c(C(=O)Nc2ccncc2)c1	i	0.5
C=CCn1c(C)cc(C(=O)COC(=O)CCc2cc(OC)c(OC)c(OC)c2)c1C	i	0.3
CC[C@]12c3[nH]c4ccc(OC)cc4c3CCN1C(=O)C(CC(=O)NCCCOC)C[C@@H]2C(=O)N1CCN(C(=O)c2ccco2)CC1 (stereo not given in full)	i	1.9
CN(c1cc2c(c3c1ccn3C)C1CCC2O1)C1CCCCC1 (stereo not given)	i	2.1
Cc1cc(NC(=O)C(C)SCC(=O)N(C)CC(=O)Nc2ccccc2C(F)(F)F)no1 (stereo not given)	i	0.3
Cc1ccccc1C(=O)OCC(=O)Nc1cccc(S(=O)(=O)N2CCCCC2)c1	i	0.7
CCOc1ccc(OCCC(=O)OCC(=O)N(CC)c2c(N)n(Cc3ccccc3)c(=O)[nH]c2=O)cc1	i	0.8
CN(C)CCNc1ncnc2c1ncn2[C@H]1CN(C)C[C@@H](CO)O1	i	0.7
CC1CN(Cc2ccco2)C(=S)NC1=O (stereo not given)	i	0.7
O=C(C[C@@H]1C/C=C/CC[C@@H](Cc2ccc(F)cc2)C(=O)OC[C@H](Cc2ccccc2)NC1=O)N[C@H](CO)Cc1ccccc1	i	1.6
Cc1ccc(C2CC(=O)Oc3cc(C)cc(C)c32)cc1 (stereo not given)	i	0.6
CC(=O)Nc1cccc(-c2ccnc3c2CC(C)(C(=O)Nc2cccc(C(C)=O)c2)O3)c1 (stereo not given)	i	1.6
O=C(NC(c1ccc(-c2ccccc2)cc1)c1cnccn1)C1CCN(CCOc2ccc(Cl)cc2Cl)CC1 (stereo not given)	i	1.7
CCN1C[C@@H]2[C@@H]3C(=O)N(C)C(=O)[C@@H]3[C@](C)(C1=O)N2C(=O)c1ccc(Cl)cc1	i	1.1
O=S(=O)(c1ccc(Br)cc1)c1nc(-c2ccco2)oc1NCCCn1ccnc1	i	0.9
COc1ccc(OC)c(NS(=O)(=O)c2cc3c4c(c2)CCN4C(=O)CC3)c1	i	0.7
CC(=O)Oc1ccc2cc(-c3cccnc3)c(=O)oc2c1	i	0.7

Later entries.
SMILES	Myeloid diff 2	Myeloid diff 2 GFP+ MAC1+ %
C[C@@H]1CN([C@H](C)CO)C(=O)CCCn2nncc2CO[C@H]1CN(C)Cc1cccc2c1OCCCO2	i	1.3
COc1ccc(NC(=O)N(C)C[C@H]2Oc3ccc(NC(=O)NC4CCCCC4)cc3C(=O)N([C@H](C)CO)C[C@@H]2C)cc1	i	0.5
CCCC(=O)N1CCC1(C)C(=O)Nc1ccccn1 (stereo not given)	i	1.5
O=C(NCc1ccccc1)C1C(c2ccc3c(c2)OCO3)=Nc2ccccc2N1C(=O)c1cccc(C(F)(F)F)c1 (stereo not given)	i	2.8
Cc1cc(C(=O)N2CCCC(N3CCN(c4ccccc4C)CC3)C2)no1 (stereo not given)	i	2.0
COc1ccc(NC(=O)Nc2cccc3c2O[C@H](CN(C)C(=O)Nc2ccc4c(c2)OCO4)[C@@H](C)CN([C@H](C)CO)C3=O)cc1	i	1.1
O=C(c1cccc(S(=O)(=O)N2CCN(c3ccc(F)cc3)CC2)c1)N1CCN(c2ccccc2O)CC1	i	0.2
COC(=O)c1ccc(CCc2cc(O)c(Br)cc2O)cc1	i	1.5
COCCN(Cc1ccc(C)cc1)C(=O)[C@H]1O[C@@H](n2cnc3c(N)ncnc32)[C@H](O)[C@@H]1O	i	0.8
COc1cc(CNc2ncnc3c2ncn3[C@H]2CN(Cc3ccc4c(c3)OCO4)C[C@@H](CO)O2)cc(OC)c1OC	i	1.2
Cc1ccc(NC(=O)c2ncn(CCCN3CCN(c4ncccn4)CC3)n2)cc1C	i	0.1
CCOc1cc(N2CCOCC2)c(OCC)cc1NC(=O)COC(=O)c1ccccc1OC(F)F	i	0.2
COc1ccc(NC(=O)COC(=O)CCC2CCCC2)c(OC)c1	i	1.1
COC(=O)[C@@]1(Cc2ccc(F)cc2)[C@H]2c3cc(C(=O)N(C)C)n(CCF)c3C[C@H]2CN1C(=O)c1ccccc1	i	2.3
COc1ccc(NC(C)=O)cc1S(=O)(=O)NCc1ccc2c(c1)OCO2	i	0.9
CCCCNC(=O)C(NC(=O)c1cccnc1OC)C(=O)c1ccccc1 (stereo not given)	i	1.9
COC(=O)c1ccc(NS(=O)(=O)c2c(C)nc3sccn3c2=O)cc1	i	1.2
CCCCNC(=O)C1(C)CCC(=O)N1CC(F)(F)F (stereo not given)	i	1.0
CCOc1ccc(CCN2C(=O)C(=O)N([C@@H](Cc3ccccc3)CN3CCC[C@H]3CN3C(=O)C(=O)NC[C@@H]3CC(C)C)C[C@@H]2Cc2ccc(O)cc2)cc1	i	4.2
O=c1cc2c(c(-c3ccccc3)n1Cc1ccccc1)[C@@H](CCO)NC2	i	0.2
OC(c1ccc(Cl)c(F)c1)c1ncc(-c2ccccc2C(F)(F)F)[nH]1 (stereo not given)	i	0.5
O=C(CN1CCSC1=O)Nc1ccc(N2CCOCC2)cc1	i	0.5
COc1cc(C(=O)N2CCCC(c3cc(C(=O)NCc4ccccc4)no3)C2)cc(OC)c1C (stereo not given)	i	0.5
NC(Cc1ccc(Cl)cc1)c1csc(Nc2ccc(-c3ccccc3)nn2)n1 (stereo not given)	i	1.8
O=C1c2cccc3c2C2(O)c4c1cccc4C(=O)c1cccc(c12)C3=O	i	1.8
CCOC(=O)[C@]12CCCC=C1N(Cc1ccco1)C(=O)[C@H](CC(=O)N1CCCCC1)C2	i	0.8
S=c1nc(-c2ccccn2)c(-c2ccccn2)n[nH]1	i	0.9
CCOC(=O)C1=CN(Cc2ccccc2)CCC1=O	i	0.7
CC(C)C[C@H]1CNC(=O)C(=O)N1C[C@H]1CCCN1C[C@H](CC(C)C)N1C[C@H](Cc2ccccc2)N(CC2CCCCC2)C(=O)C1=O	i	0.9

A portion of the library. The share of hits here may be higher or lower than overall.
